# Screening results: PubChem, Sanford-Burnham Center for Chemical Genomics
# mouse EphA4 binding: EphA4 ligand-binding antagonists – biochemical, colorimetric, mouse EphA4, primary screen (AID 689); EphA4-AP binding to KYL peptide, pNPP A405; higher % means a stronger effect; one-dose inhibition, % at 10 µM; IC50 in µM for titrated hits; 0.1% of 62,000 active; in the data active = a potency from the dose series; inactive = the rest, 99 in 100 with inhibition below about 22%
# The depositor's hits bear a star; & = joins results of further samples. Only part of the results is shown; the hit share may differ from the screen's.
Compound	mouse EphA4 binding
COC(=O)Cn1c(C)c(C(C)=O)c(C(C)=O)c1C	-4.7%
COc1ccc(-c2nnc3n2N=C(C)CS3)cc1	-15.1%
O=[N+]([O-])c1nn(-c2ccc3c(c2)OCCO3)n(O)c1=NCc1ccccc1Cl	-12.9%
CC(=S)/C=C1\Sc2ccccc2N1C	1.3%
CC1(C(=O)N2CC3(CC(c4ccccc4)=NO3)C[C@H]2C(=O)NCC(N)=O)CC1 (some centres not stated)	-11.5%
CN1CCN(CCCNC(=O)Nc2cccc3ccccc23)CC1	-5.7%
CCOC(=O)c1ccc(Nc2nc(C(=O)OCC)nc3ccccc23)cc1	0.4%
CCOC(=O)c1[nH]c(C)c(C(=O)N2CCc3ccccc32)c1C	-11.9%
C(=N\c1nc2ccccc2n1CCN1CCCCC1)/c1cccs1	-7.9%
COc1ccc(NC(C)=O)cc1NC(=O)CN1CCN(CC(=O)Nc2ccc(Cl)cc2)CC1	-12.9%
COc1ccc(NS(=O)(=O)c2cccc(C(=O)O)c2)cc1	0.3%
Cc1occc1-c1nnc(SCC(=O)N2CCOCC2)n1Cc1ccco1	-5.2%
COCCNC(=O)C1=C(N)C(C(=O)Nc2ccc(C)c(S(=O)(=O)N3CCCCC3)c2)SC1=Nc1ccc(C)cc1C (configuration not stated)	2.7%
Cc1ccc(NC(=O)/C(C#N)=C/c2ccc(C)s2)c(C)c1	6.2%
COc1ccc(N(CC(=O)Nc2cccc(C(=O)O)c2)S(=O)(=O)c2c(C)noc2C)cc1	-0.3%
O=C(N1CCCCC1)C1(c2ccccc2)CCOCC1	0.4%
CC(C)CCn1c(=O)c2ccccc2n2c(COC(=O)c3ccc(S(=O)(=O)N(C)C)cc3)nnc12	3.9%
Cc1ccc(NC(=O)CS(=O)CC(=O)NCCCc2ccccc2)cc1Cl (configuration not stated)	-11.0%
N#Cc1cc(-c2ccccc2)cnc1Sc1ccccc1	-23.5%
CC(C)(C)c1ccc(Cn2nnc3c(=O)[nH]c(C4CCCN(C(=O)Cc5cccs5)C4)nc32)cc1 (configuration not stated)	-13.1%
O=C(NNc1nc(-c2ccccc2)cs1)c1ccccc1	-5.2%
O=S(=O)(Nc1ccc(S(=O)(=O)Nc2ccccc2)cc1)c1ccccc1	-10.3%
Cc1noc(C(=O)NCc2ccc(F)cc2)c1Cl	-9.6%
CC1=C(C(=O)Nc2ccc(C)cc2)C(c2ccc(C(C)C)cc2)NC(=S)N1 (configuration not stated)	-4.0%
COc1ccc(C(=O)c2nc3c(n2O)CCCC3)cc1OC	-3.4%
CN(C)S(=O)(=O)c1cccc(C(=O)OCC(=O)Nc2ccccc2OC(F)F)c1	6.3%
Cc1ccccc1OCC(=O)N/N=C/c1cc2ccccc2nc1Cl	-14.3%
CCn1c(=O)cc(OCC(=O)Nc2ccccc2N2CCN(C)CC2)c2ccccc21	-12.0%
Cc1cc(NC(=O)C2CCCN(S(=O)(=O)c3c(C)noc3C)C2)no1 (configuration not stated)	-6.5%
COC(=O)CSc1nnc(-c2ccc3c(c2)OCO3)n1C	-16.6%
CCC(=O)Oc1ccc(-c2nc(-c3cccnc3)no2)cc1	-3.7%
COCCCNC(=O)CNC(=S)N(Cc1ccc(F)cc1)C1CCCCC1	-4.2%
COc1ccc2cc3cc(C(=O)NCc4ccccn4)oc3nc2c1	-11.8%
O=c1c2ccccc2c(C=Nc2cccc(O)c2)c(O)n1-c1ccc2c(c1)OCO2	-10.4%
Cc1cccc(NC2=NC(C)(C)N=C(N)N2)c1C	-8.9%
CSCC[C@H](Nc1ncnc2sc(C)c(C)c12)C(=O)O	-5.7%
Cc1cccc(C)c1NC(=O)C1CC(=O)N(C(C)C)C1 (configuration not stated)	-20.3%
CC(C)Cc1ccc(C(C)C(=O)Nc2cccc(O)c2)cc1 (configuration not stated)	-5.4%
CC(=O)Nc1ccc(S(=O)(=O)Nc2nc3ccccc3nc2N2CCCCCC2)cc1	-2.9%
CCC(=O)N(Cc1cc(=O)[nH]c2ccccc12)c1cccc(C)c1	-5.6%
COc1ccccc1C(=O)O/N=C(\N)c1ccc(Cl)cc1	-31.3%
COc1ccc(COC(=O)C2=C(C)NC(=O)NC2c2ccc(O)c(OC)c2)cc1 (configuration not stated)	1.2%
COc1ccc(C(O)c2nc3ccccc3n2C)cc1OC (configuration not stated)	-9.3%
CCOC(=O)CSc1nc2sc3c(c2c(=O)n1CC)CC(C)(C)OC3	-7.4%
COc1ccc(C/C(N)=N/OC(=O)Cc2ccc(OC)c(OC)c2)cc1	-11.4%&-8.8%
O=C(CCN1C(=O)/C(=C/c2cccs2)SC1=S)Nc1nc2ccccc2s1	19.9%
CC1(C)CC(C2N3CC4(C)CN2CC(C)(C3)C4=O)CCO1 (configuration not stated)	-20.9%
COc1ccc2c(c1)c(C(C)=O)c(C)n2-c1ccccc1	-8.2%
COc1ccc2c(c1)c(N=O)c(O)n2C	-15.4%
CC(C)(C)NC(=O)NC12CC3CC(CC(C3)C1)C2	-6.5%
CCCCn1c(-c2nn(C)c(C)c2Cl)n[nH]c1=S	-15.0%
COc1ccc(/C(N)=N/OC(=O)Cc2ccc(OC)c(OC)c2)cc1	5.8%&10.1%
CCc1nnc(NC(=O)C2CCN(c3cnccn3)CC2)s1	-11.5%
Cc1ccc2c(c1)-c1c(ssc1=S)C(C)(C)N2C(=O)CN1C(=O)c2ccccc2C1=O	4.9%
COC(=O)c1ccccc1NC(=O)CSc1nc(-c2ccco2)cc(C(F)(F)F)n1	-8.8%
O=C(Nc1ccc(Cl)cc1)c1ccccc1[N+](=O)[O-]	-19.8%
O=C(CC(=O)N/N=C\c1c(Cl)cccc1Cl)NCc1ccccc1	-5.9%
O=C(c1ccccc1)c1sc(N2CCCCCC2)nc1-c1ccccc1	35.5%
COc1cc(CNCCN2CCOCC2)ccc1OCc1ccccc1Cl	-2.5%
CCOC(=O)Cc1csc(N/N=C/c2ccc(C(F)(F)F)cc2)n1	-16.8%

# 5 entries drawn at random from those above, as already listed:
Compound	mouse EphA4 binding
COc1cc(CNCCN2CCOCC2)ccc1OCc1ccccc1Cl	-2.5%
O=C(Nc1ccc(Cl)cc1)c1ccccc1[N+](=O)[O-]	-19.8%
COc1ccccc1C(=O)O/N=C(\N)c1ccc(Cl)cc1	-31.3%
Cc1ccc2c(c1)-c1c(ssc1=S)C(C)(C)N2C(=O)CN1C(=O)c2ccccc2C1=O	4.9%
CC(C)(C)NC(=O)NC12CC3CC(CC(C3)C1)C2	-6.5%

# Next results.
Compound	mouse EphA4 binding
Nc1ccc(Nc2ccccc2)cc1	-0.4%
CCOc1cccc2c1N(C(=O)Cc1ccccc1)C(C)(C)c1ssc(=S)c1-2	-6.5%
CC(C)C(=O)N1c2ccccc2C(N(C(=O)c2ccc(F)cc2)c2ccccc2)CC1C (configuration not stated)	-11.8%
Cc1cccc(NC(=O)CC2S/C(=N\N=C3/CCCc4ccccc43)NC2=O)c1C (configuration not stated)	-6.9%
Cc1ccccc1N1CCN(C(=S)c2ccc(N(C)C)cc2)CC1	3.9%
O/N=C1/CCCSc2ccccc21	-5.9%
c1ccc2sc(NC3=NCN(C4CCCCC4)CN3)nc2c1	-11.5%
COCCN(C(=O)CCCC(=O)Nc1ccccn1)C(C(=O)NC1CCCC1)c1ccc(C)cc1 (configuration not stated)	3.5%
CCCCCOCC1CC(C/C(C)=N/Nc2nc(-c3ccccc3)cs2)C(=O)O1 (configuration not stated)	-4.2%
CCOc1cc(OCC)cc(C(=O)Nc2cccnc2)c1	-5.3%
COc1ccc(Oc2ccc(Oc3ccc(OC)cc3)cc2)cc1	-12.0%
CCOC(=O)CN1CC23C=CC(O2)C(C(=O)O)C3C1=O (configuration not stated)	-9.4%
O=C(Nc1ccc(S(=O)(=O)N2CCCCC2)cc1)c1ccc(CN2CCc3ccccc3C2)cc1	-9.4%
CC(=O)Nc1ccc(S(=O)(=O)NNC(=O)c2ccccc2Cl)cc1	-5.4%
Cc1nc2ccc(S(=O)(=O)NCC(=O)N3CCC(N4CCCCC4)CC3)cc2s1	-6.3%
O=C1NC(=S)N/C1=C/c1cc([N+](=O)[O-])ccc1O	-0.5%
CCOC(=O)C1=C(C)NC(=O)NC1	-6.6%
CCOC(=O)c1c(NC(=O)Cc2ccccc2)sc(C(=O)Nc2cc(C(F)(F)F)ccc2Cl)c1C	-8.4%
COCCCN=C(c1ccco1)n1c(=S)nc(-c2ccco2)n(CCCOC)c1=S	8.6%
CC/C(=N\NC(=O)c1csc(C)c1C)c1cccs1	-8.6%
Cc1nnc(SCC(=O)Nc2nc(C(C)(C)C)cs2)s1	-9.4%
Cc1noc(C)c1C(=O)NCc1ccccc1	-0.8%
O=C(OCCN1CCCCC1)c1cc2ccccc2o1	-5.1%
COc1cccc(C(=O)N2CCN(C3CCC(c4ccccc4)CC3)CC2)c1OC (configuration not stated)	-10.5%
COc1ccccc1N(CC(N)=O)S(=O)(=O)c1ccc(C)cc1	-6.6%
Cn1c(=O)c2c(nc(CN3CCN(c4ccccc4)CC3)n2Cc2c(F)cccc2Cl)n(C)c1=O	-2.6%
CCn1c(O)c(N=NC2=NC(=O)CS2)c2cc(C)ccc21	-3.0%
CC(=O)Nc1cccc(/C(C)=N/NC(=O)c2ccccc2Cl)c1	-17.0%
CCn1c(NC(=O)c2ccc(Cl)cc2)nc2ccccc21	-9.9%
COC(=O)c1ccc(COc2ccc3c(c2)oc(=O)c2ccccc23)cc1	5.8%
Cc1ccc(S(=O)(=O)Oc2ccccc2N2C(=O)C3CC=CCC3C2=O)cc1 (configuration not stated)	-2.2%
CC(C)c1ccc(N2C(=O)CSC23C(=O)N2CCCc4cccc3c42)cc1 (configuration not stated)	-4.2%
COc1cc(C2NC(=O)NC(C)=C2C(=O)OC2CCCCC2)cc(Br)c1O (configuration not stated)	5.0%
O=C1c2ccccc2C(=O)c2c(NCc3cccnc3)cccc21	9.7%
CCOC(=O)N1CCN(C(=O)CSc2nc3ccccc3c(=O)n2-c2ccccc2)CC1	0.8%
CCOC(=O)CNC(=O)CSc1ncnc2c1cnn2-c1ccc(C)cc1	-7.9%
Cc1ccc(-c2nc(-c3ccccc3)no2)cc1	-2.5%
CCCc1cc(=O)oc2c(CN3CCCC3)c(O)ccc12	-25.4%
COc1ccc(Nc2nc(N)nc(CSc3nncn3C)n2)cc1	-6.9%
Cn1c2ccccc2c2c(C(=O)NCCCN3CCCC3=O)cn(C3CCCCC3)c(=O)c21	-9.5%
CCOC(=O)c1ccc(S(=O)(=O)N2CCN(CC3CC=CCC3)CC2)cc1 (configuration not stated)	-32.8%
Cn1c(CCCCCN)nc2ccccc21	10.2%
CC(C)=CCC/C(C)=C/CC(C)(C)C1OCCC(C)O1 (configuration not stated)	-4.7%
COc1ccc(CCNC(=O)C(=O)NCCCOC(C)C)cc1	-6.8%
CSc1sc2ccccc2[n+]1CCCS(=O)(=O)[O-]	-8.3%
Cc1cccc(OCC(=O)Nc2cc(C)c(C)cc2O)c1	-20.8%
Cc1cc(CSc2ccccc2)ccc1NC(=O)COc1ccccc1	-18.3%
CCCCNC(=O)C1C2C=CC3(CN(Cc4ccc(C)cc4)C(=O)C13)O2 (configuration not stated)	-27.2%
Cc1cc(NC(=O)c2cc3ccccc3oc2=O)no1	-10.5%
COc1ccc(CN(C(=O)c2ccc(-c3ccccc3)[nH]2)C(C(=O)NCC2CCCO2)c2ccc(C)o2)cc1 (configuration not stated)	-1.0%
C=CCn1c(COc2ccccc2)nnc1SCC(=O)NCC(=O)OCC	-19.4%
NC(=O)C1(N2CCCCC2)CCN(Cc2ccc(F)cc2)CC1	7.1%
O=C(N1CCN(c2c(F)c(F)c(C(F)(F)F)c(F)c2F)CC1)C12CC3CC(CC(C3)C1)C2	-3.4%
CCCCNC(=O)CCn1nc(-c2ccccc2)ccc1=O	-9.7%
CCCCC(CC)C(=O)NCCc1ccc(S(N)(=O)=O)cc1 (configuration not stated)	-1.8%
Cc1cc(NCCO)nc(-n2nc(C)cc2C)n1	-15.2%&-0.5%
NC(=O)CCCc1nc(-c2ccccc2Cl)no1	17.1%
C=CCOC(=O)C1=C(C)Nc2nc3ccccc3n2C1c1ccncc1 (configuration not stated)	-5.7%
COc1ccc(-c2nnc3n2N=C(C)CS3)cc1OC	-3.7%
CCc1nnc(NC(=O)NC(C)(C)C)s1	5.9%

# Following part:
Compound	mouse EphA4 binding
COc1ccc(CCNC(=O)CN2CCC(n3nnc4cc(F)ccc43)CC2)cc1OC	-4.9%
CCOC(=O)c1c(C)c(C(=O)NCc2ccccc2OC)c(C)n1C	-10.7%
CCOC(=O)CCC(NC(=O)c1cncc(O)c1)C(=O)OCC (configuration not stated)	4.4%
COc1cc2[nH]c(=O)n(CCC(=O)N3CCC(N4CCCCC4)CC3)c(=O)c2cc1OC	-7.2%
O=C(CSCC(=O)N1CCCCC1)Nc1nc(-c2cccs2)cs1	-0.2%
CCN(C(C)=O)C1=C(O)c2ccccc2C(=O)C1=O	-9.4%
COc1cccc(C(=O)Nc2c3c(nn2-c2cccc(C)c2C)CS(=O)C3)c1OC (configuration not stated)	-10.5%
COc1ccc(NC(=O)Cn2cccc2)c(OC)c1	16.1%
Cc1cccc(Cn2c(NCCO)nc3c2c(=O)n(C)c(=O)n3C)c1	0.8%
CCCCCCOC1(c2ccccc2)OC(=O)c2ccccc21 (configuration not stated)	-7.3%
Cc1ccn2cc(C(=O)Nc3ccccc3N3CCOCC3)nc2c1	-29.5%
COc1cccc(-c2nn3c(-c4ccccn4)nnc3s2)c1	9.5%
Cc1ccccc1OCC(O)CN (configuration not stated)	-8.2%
COc1ccc(NC(=O)c2cccc(I)c2)cc1Cl	-10.9%
CCCC(=O)N(c1ccc(F)cc1)C1C=CS(=O)(=O)C1 (configuration not stated)	0.3%
